Screening data as filed in PubChem.
Pf apPOL inh: Pf-apPOL DNA polymerase inhibition; Recombinant Pf-apPOL, molecular beacon fluorescence, 1.5 h; inhibition, % at 10 µM; actives 0.25% (n = 210,000); AID 1794808
mHTT CaM bind: mHTT-calmodulin interaction abrogation | P42858 | AlphaScreen His-mHTT/GST-CaM binding, luminescence | inhibition, % at 15 µM | actives 3.6% (n = 190,000);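 also: 0% = both proteins with DMSO and 100% = one protein alone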
Target sequence (P42858 whole entry, looked up, stated change not applied): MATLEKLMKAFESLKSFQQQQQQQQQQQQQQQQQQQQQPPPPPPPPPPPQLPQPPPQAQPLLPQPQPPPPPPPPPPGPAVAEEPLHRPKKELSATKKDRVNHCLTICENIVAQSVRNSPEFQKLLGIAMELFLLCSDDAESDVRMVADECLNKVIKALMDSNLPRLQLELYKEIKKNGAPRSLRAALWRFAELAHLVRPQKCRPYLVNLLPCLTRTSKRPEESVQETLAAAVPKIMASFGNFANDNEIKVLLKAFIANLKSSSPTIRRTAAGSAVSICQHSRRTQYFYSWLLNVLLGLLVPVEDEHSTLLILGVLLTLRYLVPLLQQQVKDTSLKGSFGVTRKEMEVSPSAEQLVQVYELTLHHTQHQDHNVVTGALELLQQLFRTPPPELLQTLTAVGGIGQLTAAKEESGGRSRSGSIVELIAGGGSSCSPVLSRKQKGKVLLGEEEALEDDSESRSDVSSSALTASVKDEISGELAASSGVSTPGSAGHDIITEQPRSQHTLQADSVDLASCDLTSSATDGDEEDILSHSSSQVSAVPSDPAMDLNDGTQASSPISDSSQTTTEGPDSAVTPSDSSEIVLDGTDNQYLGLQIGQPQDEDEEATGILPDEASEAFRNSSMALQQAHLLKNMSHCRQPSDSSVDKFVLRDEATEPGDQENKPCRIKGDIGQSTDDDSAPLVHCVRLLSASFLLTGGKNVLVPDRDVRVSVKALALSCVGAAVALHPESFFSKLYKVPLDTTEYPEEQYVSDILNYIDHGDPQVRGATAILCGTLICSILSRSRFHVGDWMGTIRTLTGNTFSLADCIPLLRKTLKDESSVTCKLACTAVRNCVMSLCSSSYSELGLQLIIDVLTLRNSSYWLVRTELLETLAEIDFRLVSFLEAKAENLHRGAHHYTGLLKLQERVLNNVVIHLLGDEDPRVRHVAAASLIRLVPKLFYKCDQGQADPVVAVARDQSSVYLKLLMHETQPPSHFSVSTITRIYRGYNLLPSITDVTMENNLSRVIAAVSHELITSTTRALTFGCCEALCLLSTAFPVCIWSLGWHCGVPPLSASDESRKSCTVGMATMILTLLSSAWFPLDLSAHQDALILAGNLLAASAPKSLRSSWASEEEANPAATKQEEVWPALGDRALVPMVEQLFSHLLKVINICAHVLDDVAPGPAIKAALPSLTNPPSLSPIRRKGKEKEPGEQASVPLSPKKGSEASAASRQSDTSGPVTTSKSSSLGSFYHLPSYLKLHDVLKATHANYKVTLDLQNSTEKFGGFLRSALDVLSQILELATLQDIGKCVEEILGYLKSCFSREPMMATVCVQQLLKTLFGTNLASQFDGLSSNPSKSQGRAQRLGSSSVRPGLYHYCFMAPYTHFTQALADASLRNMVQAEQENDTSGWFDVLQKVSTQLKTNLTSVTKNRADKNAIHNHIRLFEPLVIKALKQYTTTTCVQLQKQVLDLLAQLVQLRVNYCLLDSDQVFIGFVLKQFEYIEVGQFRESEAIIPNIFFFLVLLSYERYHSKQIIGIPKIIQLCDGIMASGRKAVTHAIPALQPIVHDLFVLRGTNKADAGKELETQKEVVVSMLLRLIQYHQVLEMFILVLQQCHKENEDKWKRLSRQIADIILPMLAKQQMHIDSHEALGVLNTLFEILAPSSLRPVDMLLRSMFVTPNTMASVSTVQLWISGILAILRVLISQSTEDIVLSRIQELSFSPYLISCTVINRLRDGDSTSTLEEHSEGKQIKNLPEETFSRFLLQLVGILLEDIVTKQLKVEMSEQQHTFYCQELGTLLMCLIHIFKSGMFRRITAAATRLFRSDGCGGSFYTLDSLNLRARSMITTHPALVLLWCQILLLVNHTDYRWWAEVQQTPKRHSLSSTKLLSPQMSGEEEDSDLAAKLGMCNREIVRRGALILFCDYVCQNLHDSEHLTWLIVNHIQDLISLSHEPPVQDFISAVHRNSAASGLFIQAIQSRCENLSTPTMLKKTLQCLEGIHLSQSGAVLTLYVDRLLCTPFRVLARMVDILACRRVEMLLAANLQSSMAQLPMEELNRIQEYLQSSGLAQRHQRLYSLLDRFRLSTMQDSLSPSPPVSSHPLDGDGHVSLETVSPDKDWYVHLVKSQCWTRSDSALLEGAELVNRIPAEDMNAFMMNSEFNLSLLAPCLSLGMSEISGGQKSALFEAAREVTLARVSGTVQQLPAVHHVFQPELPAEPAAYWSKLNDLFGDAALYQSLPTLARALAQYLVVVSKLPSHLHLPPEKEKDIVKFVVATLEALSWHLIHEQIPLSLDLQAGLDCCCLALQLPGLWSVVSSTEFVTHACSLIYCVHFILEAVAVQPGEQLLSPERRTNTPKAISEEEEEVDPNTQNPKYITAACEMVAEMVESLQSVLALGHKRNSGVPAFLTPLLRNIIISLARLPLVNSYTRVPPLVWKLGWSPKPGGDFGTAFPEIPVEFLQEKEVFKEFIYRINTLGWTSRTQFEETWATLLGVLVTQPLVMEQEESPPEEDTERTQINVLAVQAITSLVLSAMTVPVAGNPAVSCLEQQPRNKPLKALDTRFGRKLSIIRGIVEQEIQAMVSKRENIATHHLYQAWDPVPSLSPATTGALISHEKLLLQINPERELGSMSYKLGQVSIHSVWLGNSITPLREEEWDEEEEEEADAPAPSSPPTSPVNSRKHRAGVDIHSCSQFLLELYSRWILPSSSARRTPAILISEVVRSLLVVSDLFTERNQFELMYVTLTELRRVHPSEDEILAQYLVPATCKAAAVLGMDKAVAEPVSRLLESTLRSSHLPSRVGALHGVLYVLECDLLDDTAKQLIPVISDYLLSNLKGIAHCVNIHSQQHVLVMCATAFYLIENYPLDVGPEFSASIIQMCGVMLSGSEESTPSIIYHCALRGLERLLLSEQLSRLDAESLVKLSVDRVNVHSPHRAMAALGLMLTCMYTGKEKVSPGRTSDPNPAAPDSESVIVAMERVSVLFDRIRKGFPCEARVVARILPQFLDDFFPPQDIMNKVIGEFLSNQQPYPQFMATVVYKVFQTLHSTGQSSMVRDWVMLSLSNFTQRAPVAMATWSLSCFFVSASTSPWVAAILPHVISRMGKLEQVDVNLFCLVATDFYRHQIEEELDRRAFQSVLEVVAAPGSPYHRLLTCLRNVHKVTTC
Active calls of the source: *; & = joins results of further samples. Rule as the data show it: active = inhibition above about 50%; inactive = the rest.

For COc1ccc(C2(CNC(=O)c3ccc(OC)c([N+](=O)[O-])c3)CCCC2)cc1OC the results were Pf apPOL inh 1 and mHTT CaM bind 9.
O=C(Cn1ccc2sccc2c1=O)Nc1cccc(Br)c1 was read as Pf apPOL inh -3 and mHTT CaM bind -4.
For O=C(NCCc1ccccc1)C1CCN(c2cccc(C(F)(F)F)c2)C1=O (stereo not drawn) the results were Pf apPOL inh -7 and mHTT CaM bind 13.
For O=C(CSc1n[nH]c(-c2ccncc2)n1)c1ccc(F)cc1 the results were Pf apPOL inh 1&-6 and mHTT CaM bind 9&3.
Screening O=C(c1ccco1)N1CCCc2cc(NS(=O)(=O)c3ccc4c(c3)OCCO4)ccc21 returned Pf apPOL inh -1 and mHTT CaM bind -2.
CC(C)NC(=O)C1CCN(c2nc3ccc(-c4cccc(F)c4)nc3s2)CC1 was read as Pf apPOL inh -4 and mHTT CaM bind 3.
`O=c1c2scc(-c3cccc(F)c3)c2ncn1Cc1ccc(Cl)cc1` gave Pf apPOL inh 1 and mHTT CaM bind -17.
For Cc1ccc(N2CCN(C(=O)C3CC3)C(C)C2=O)cc1C (stereo not drawn) the results were Pf apPOL inh 0 and mHTT CaM bind 2.
O=C(NC(C(=O)O)C12CC3CC(CC(C3)C1)C2)c1ccccc1 (stereo not drawn) was read as Pf apPOL inh 5 and mHTT CaM bind -1.
`Cc1ccccc1C(=O)Nc1ccc(O)c2c(=O)cc(-c3ccccc3Cl)oc12` gave Pf apPOL inh -5 and mHTT CaM bind 10.
Screening COc1ccc(N2C(=O)CSC23C(=O)Nc2ccccc23)cc1Cl (stereo not drawn) returned Pf apPOL inh -3 and mHTT CaM bind 10.
Screening COc1ccccc1N1CCN(C(=S)Nc2ccc(Cl)cc2Cl)CC1 returned Pf apPOL inh -1.
For NNC(=O)COc1ccc(OC(F)(F)F)cc1 the results were Pf apPOL inh -10.
Screening O=C(Oc1cccc([N+](=O)[O-])c1)N1CCOCC1 returned Pf apPOL inh 2 and mHTT CaM bind -4.
`Cc1ccccc1C1CCCN1C(=O)Nc1cccc(Cl)c1` (stereo not drawn) gave Pf apPOL inh 2 and mHTT CaM bind -14.
COc1cccc(NC(=O)C2CCN(S(=O)(=O)c3ccc(Br)s3)CC2)c1 was read as Pf apPOL inh 3 and mHTT CaM bind -12.
Screening C[n+]1c(/C=C/Nc2ccccc2)sc2ccccc21 returned mHTT CaM bind -5.
`O=c1c(NCc2ccc(F)cc2F)nc2ccncc2n1Cc1ccccc1` gave Pf apPOL inh 4 and mHTT CaM bind -11.
`Cc1noc(NS(=O)(=O)c2ccc(N/C=C/C(=O)c3ccc(F)cc3)cc2)c1C` gave Pf apPOL inh 10 and mHTT CaM bind 8.
Screening Cc1cc(C=C(C#N)S(C)(=O)=O)c2c(C)ccc(C(C)C)cc1-2 returned Pf apPOL inh -8.
Screening Cc1cccc(C)c1OCC(O)CN1CCN(c2ccc(F)cc2)CC1 (stereo not drawn) returned Pf apPOL inh -3 and mHTT CaM bind 16.
`CC(=O)N(CCC1(C(C)C)CCOC(C)(C)C1)Cc1ccc(OC(C)C)cc1` (stereo not drawn) gave Pf apPOL inh -2 and mHTT CaM bind 26.
`O=C(NCc1ccccc1)c1noc2c1CCCCC2` gave Pf apPOL inh -5 and mHTT CaM bind -9.
For CC(C)(C)c1ccc(Cn2c(=N)n(CC(O)c3ccco3)c3ccccc32)cc1 (stereo not drawn) the results were Pf apPOL inh 3 and mHTT CaM bind 43.
Screening COc1ccc(-c2nnc(N3CCC(C(=O)NCc4ccco4)CC3)o2)cc1 returned Pf apPOL inh 0 and mHTT CaM bind 7.
Screening CC(C)CC(=O)Nc1ccc(N2CCN(C(=O)C3CCCC3)CC2)nc1 returned Pf apPOL inh -2 and mHTT CaM bind -5.
For CCCc1nnc(NC(=O)CSc2nncn2C)s1 the results were Pf apPOL inh 2 and mHTT CaM bind 4.
Cc1ccc(NC2=CC(=O)CCC2)cc1C was read as Pf apPOL inh -11 and mHTT CaM bind 4.
Screening Cc1oc2ccc(OC(C(=O)O)c3ccccc3)cc2c1C(=O)O (stereo not drawn) returned Pf apPOL inh -3 and mHTT CaM bind -6.
COc1ccccc1CNC(=O)c1sc2nc(C)nc(N3CCCCC3C)c2c1C (stereo not drawn) was read as Pf apPOL inh -16 and mHTT CaM bind -1.
CC(=O)c1cc(F)c(N2CCN(C(=O)c3ccc(F)c(F)c3)CC2)cc1C was read as Pf apPOL inh 5 and mHTT CaM bind 1.
Screening CNC(=O)c1cc2nc(N(C)C)n(-c3ccccc3)c2s1 returned Pf apPOL inh 0 and mHTT CaM bind 8.
`O=C(COc1ccc(Br)cc1Cl)Nc1ccccc1[N+](=O)[O-]` gave Pf apPOL inh 2 and mHTT CaM bind 1.
Screening CCOc1cccc(C2CC(c3cccc(OC)c3)=NC3(CCN(C)CC3)N2)c1O (stereo not drawn) returned Pf apPOL inh 4 and mHTT CaM bind 35.
For Cc1c(C(=O)O)[nH]c2c1C(=O)CC(c1ccc(Cl)cc1)C2 (stereo not drawn) the results were Pf apPOL inh -10 and mHTT CaM bind 4.
O=C(Nc1ccc(Cl)cc1)C(=O)c1c(O)[nH]c2ccccc12 was read as Pf apPOL inh -6 and mHTT CaM bind 3.
CC(C)CNC(=O)c1cccc(NC(=O)CCc2ccccc2)c1 was read as Pf apPOL inh -4 and mHTT CaM bind -7.
`CC(C)OCCCNC(=O)C1CCCN(c2nc3ccccc3o2)C1` (stereo not drawn) gave Pf apPOL inh -17 and mHTT CaM bind -10.
Screening CC(C)Oc1ccc(C=NCC2(c3ccccc3)CCOCC2)cc1 returned Pf apPOL inh -12 and mHTT CaM bind 6.
Screening Cc1ccccc1OCCC(=O)Nc1ccc(F)c(Cl)c1 returned Pf apPOL inh 6 and mHTT CaM bind -45.
COc1ccc(-c2noc(C3CCCN3C(=O)c3ccc(N(C)C)cc3)n2)cc1 (stereo not drawn) was read as Pf apPOL inh 3 and mHTT CaM bind 28.
`CC(C)CC(=O)N1CCN(c2ccc(F)cc2)C(=O)C1C` (stereo not drawn) gave Pf apPOL inh 0 and mHTT CaM bind -8.
`CN(C)C(=O)c1ccc(N2CCc3ccccc32)s1` gave Pf apPOL inh -2 and mHTT CaM bind 14.
For COc1ccc(CNC(=O)C2(C)Cc3ccccc3C(=O)N2Cc2ccccc2)cc1 (stereo not drawn) the results were Pf apPOL inh 7 and mHTT CaM bind -2.
For CCC(=O)N(C)CC(=O)N1N=C(c2cccn2C)CC1c1ccc(C)cc1 (stereo not drawn) the results were Pf apPOL inh -5 and mHTT CaM bind 29.
COc1cc2c(cc1OC)C(C(=O)N1CCOCC1)C(c1ccc(SC)cc1)N(C)C2=O (stereo not drawn) was read as Pf apPOL inh -1 and mHTT CaM bind 13.
`O=C(Nc1ccc(-n2nncc2-c2ccccc2)cc1)c1cccc(F)c1` gave Pf apPOL inh -5 and mHTT CaM bind 10.
For Nc1ccc2[nH]c3ccccc3c2c1 the results were Pf apPOL inh 6 and mHTT CaM bind 99*.
Screening COc1ccc(NS(=O)(=O)c2ccc(OC)c3ncccc23)cc1 returned Pf apPOL inh -3 and mHTT CaM bind 3.
Cc1ccc(OCCn2ccnc2C)c(C)c1 was read as Pf apPOL inh 1 and mHTT CaM bind -4.
CC(C)(C)C1(O)CC(C(F)(F)F)=NN1C(=O)Cc1ccc([N+](=O)[O-])cc1 (stereo not drawn) was read as Pf apPOL inh -1 and mHTT CaM bind 5.
For O=S(=O)(Cc1nc(-c2ccc3c(c2)OCCO3)cs1)c1ccccn1 the results were Pf apPOL inh -13.
For CCC(=O)NCCc1csc(C2CCCN(C(=O)C(C)C)C2)n1 (stereo not drawn) the results were Pf apPOL inh -2 and mHTT CaM bind -7.
For COc1ccc(N2C(=O)C3CCCN3C2c2ccc(N(C)C)cc2)cc1Cl (stereo not drawn) the results were Pf apPOL inh 0 and mHTT CaM bind 67*.
`CCCCN1CC(C(=O)NCCc2ccc(C)cc2)CC1=O` (stereo not drawn) gave Pf apPOL inh -2 and mHTT CaM bind 1.
Screening O=C(CN1CCN(C(=O)c2ccco2)CC1)Nc1ccc2c(c1)OCO2 returned Pf apPOL inh -3 and mHTT CaM bind 2.
For O=c1[nH]cc(N2CCCCCC2)c(=O)[nH]1 the results were Pf apPOL inh 4.
Cc1nc(NCCC2=CCCCC2)c2c(C)noc2n1 was read as Pf apPOL inh -2 and mHTT CaM bind -4.
For CC(C)(C)c1csc(NC(=O)COc2ccccc2)n1 the results were Pf apPOL inh -7 and mHTT CaM bind -26.
Screening Cc1nn(C(C)C(=O)NN)cc1Br (stereo not drawn) returned mHTT CaM bind -5.

2 records picked at random from the list so far:
Screening COc1ccc(NS(=O)(=O)c2ccc(OC)c3ncccc23)cc1 returned Pf apPOL inh -3 and mHTT CaM bind 3.
For O=c1[nH]cc(N2CCCCCC2)c(=O)[nH]1 the results were Pf apPOL inh 4.

Continuation:
`Cc1cc(S(=O)(=O)N2CC(c3nc(-c4ncccn4)no3)C2)c(Cl)cc1Cl` gave Pf apPOL inh -5 and mHTT CaM bind -17.
COCCCN1C(=O)C(O)=C(C(=O)c2ccco2)C1c1cccc(Cl)c1 (stereo not drawn) was read as Pf apPOL inh -10 and mHTT CaM bind 8.
For O=C(CCN1C(=O)C2C3C=CC(C3)C2C1=O)Nc1ccc(Cl)cc1 (stereo not drawn) the results were Pf apPOL inh -1 and mHTT CaM bind -2.
Screening CC(C)n1cc2cc(C(=O)NCc3cnccn3)sc2c1 returned Pf apPOL inh -3 and mHTT CaM bind 11.
O=S(=O)(Nc1ccc(I)cn1)c1ccc(Cl)s1 was read as Pf apPOL inh -2 and mHTT CaM bind -1.
Screening CCCN(CCC)CCSc1nc(O)c(C(C)C)c(=O)[nH]1 returned Pf apPOL inh -11 and mHTT CaM bind -2.
Screening Cc1ccc(S(=O)(=O)c2nc(-c3cccs3)oc2N2CCOCC2)cc1 returned Pf apPOL inh -13 and mHTT CaM bind 1.
Screening CC(=O)Nc1ccc(S(=O)(=O)Nc2cccc(C)c2)cc1 returned Pf apPOL inh -2 and mHTT CaM bind 0.
`CCc1c(C)sc(NC(=O)C(C)Oc2ccc(Cl)cc2C)c1C(N)=O` (stereo not drawn) gave Pf apPOL inh 0 and mHTT CaM bind -4.
`Cc1cccc(Cn2ccnc2C(N)=O)c1` gave Pf apPOL inh -5 and mHTT CaM bind -5.
Screening O=C(NC1CC1)c1cccc(OCC2CCCN(C(=O)C3CCCC3)C2)c1 (stereo not drawn) returned Pf apPOL inh -4 and mHTT CaM bind 5.
For CCc1nccn1Cc1noc(COC)n1 the results were Pf apPOL inh -5 and mHTT CaM bind -6.
Screening Cc1nnc(SCC(=O)Nc2ccccc2C(F)(F)F)[nH]c1=O returned Pf apPOL inh -9 and mHTT CaM bind -17.
For O=C(c1cnccn1)N1CCN(c2nc3c(F)cccc3s2)CC1 the results were Pf apPOL inh -4 and mHTT CaM bind -7.
Screening Cn1cc(CC(=O)NCC#CCN2CCc3ccccc3C2)c2ccccc21 returned Pf apPOL inh -4 and mHTT CaM bind 16.
Cc1ccc(CN(CC(=O)O)S(=O)(=O)c2ccc(Cl)cc2)cc1 was read as Pf apPOL inh -2 and mHTT CaM bind 4.
`Nc1nnc(Cc2ccccc2)s1` gave Pf apPOL inh -7 and mHTT CaM bind -6.
`CCN(CC)C(=NS(=O)(=O)c1ccc(C)cc1)c1ccc(F)cc1` gave Pf apPOL inh 8 and mHTT CaM bind -2.
`CC(Nc1cc(N2CCN(C(=O)c3ccco3)CC2)ccc1[N+](=O)[O-])c1ccccc1` (stereo not drawn) gave Pf apPOL inh -4 and mHTT CaM bind 56*.
For CC(C)(C)c1cc(C(=O)Nc2nnc(C3CC3)s2)n(Cc2ccc(Cl)cc2Cl)n1 the results were Pf apPOL inh -2.
For CCOC(=O)c1c(F)c(F)c(S(C)(=O)=O)c(F)c1F the results were Pf apPOL inh 1&-1.
For CCC(=NCc1ccco1)c1c(C(F)(F)F)[nH]n(-c2nc3ccccc3s2)c1=O the results were Pf apPOL inh -6 and mHTT CaM bind 1.
Screening O=C1NC(=O)C(=Cc2cccn2-c2ccc(Cl)cc2)C(=O)N1 returned Pf apPOL inh 37 and mHTT CaM bind 66*.
For CN(C)c1ccccc1CN1CCCN(Cc2ccccc2N(C)C)C1c1ccncc1 the results were Pf apPOL inh 5.
C(=Nc1ccc2c(c1)OCCOCCOCCOCCO2)c1c[nH]c2ccccc12 was read as Pf apPOL inh 8 and mHTT CaM bind 0.
`O=C(CC1CCCC1)N1CCC(CCOCc2ccc(F)cc2)CC1` gave Pf apPOL inh 0 and mHTT CaM bind -18.
Screening COc1cc2c(cc1OC)C(C(=O)N1CCCCCC1)C(c1cccnc1)N(C)C2=O (stereo not drawn) returned Pf apPOL inh -2 and mHTT CaM bind -1.
Screening CC(=O)Nc1ccc(S(=O)(=O)Nc2cc(C)c(-n3nc4ccccc4n3)cc2O)cc1 returned Pf apPOL inh 0 and mHTT CaM bind 0.

Of the compounds above, these have a thiophene ring, fused or not.
O=C(Cn1ccc2sccc2c1=O)Nc1cccc(Br)c1 was read as Pf apPOL inh -3 and mHTT CaM bind -4.
`O=c1c2scc(-c3cccc(F)c3)c2ncn1Cc1ccc(Cl)cc1` gave Pf apPOL inh 1 and mHTT CaM bind -17.
COc1cccc(NC(=O)C2CCN(S(=O)(=O)c3ccc(Br)s3)CC2)c1 was read as Pf apPOL inh 3 and mHTT CaM bind -12.
COc1ccccc1CNC(=O)c1sc2nc(C)nc(N3CCCCC3C)c2c1C (stereo not drawn) was read as Pf apPOL inh -16 and mHTT CaM bind -1.
Screening CNC(=O)c1cc2nc(N(C)C)n(-c3ccccc3)c2s1 returned Pf apPOL inh 0 and mHTT CaM bind 8.
`CN(C)C(=O)c1ccc(N2CCc3ccccc32)s1` gave Pf apPOL inh -2 and mHTT CaM bind 14.
Screening CC(C)n1cc2cc(C(=O)NCc3cnccn3)sc2c1 returned Pf apPOL inh -3 and mHTT CaM bind 11.
O=S(=O)(Nc1ccc(I)cn1)c1ccc(Cl)s1 was read as Pf apPOL inh -2 and mHTT CaM bind -1.
Screening Cc1ccc(S(=O)(=O)c2nc(-c3cccs3)oc2N2CCOCC2)cc1 returned Pf apPOL inh -13 and mHTT CaM bind 1.
`CCc1c(C)sc(NC(=O)C(C)Oc2ccc(Cl)cc2C)c1C(N)=O` (stereo not drawn) gave Pf apPOL inh 0 and mHTT CaM bind -4.
